sPLA2-III inh = Blocks human group III sPLA2 activity; AID 743126; inhibition, % at 12.2 µM; 370,000 compounds, 0.56% hits; QFRET BODIPY PC-A2 liposome hydrolysis, fluorescence; Q9NZ20;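 active means inhibition above mean plus 3 SD of compounds lying within the high and low control bounds, cut at about 19% in these data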;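 further: 0% = median of test compound wells and 100% = no enzyme DMSO wells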
ADAM10 inh = inhibits human ADAM10. 370,000 compounds, 0.62% hits. recombinant ADAM10, EDANS/DABCYL FRET peptide cleavage, 3 h. inhibition, % at 7 µM. AID 720582. O14672;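 active means inhibition above a per-campaign cutoff equal to the mean of compounds falling between control-based bounds plus 3 SD, cut at about 20% in these data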;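 further: 0% = DMSO wells while the 100% control is not disclosed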
ARFGAP1 inh = rat ARFGAP1 inhibition; Q62848; Arfgap1-stimulated ARF1 GTP hydrolysis, GDP FP detection; inhibition, % at 16.5 µM; 360,000 compounds, 0.26% hits;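 active means inhibition above a per-plate limit, mean inhibition of low control wells plus 3 SD, cut at about 25% in these data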;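 further: 0% = DMSO wells with enzyme and 100% = wells lacking Arfgap1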
Target sequence (Q62848 1-136 limits assumed): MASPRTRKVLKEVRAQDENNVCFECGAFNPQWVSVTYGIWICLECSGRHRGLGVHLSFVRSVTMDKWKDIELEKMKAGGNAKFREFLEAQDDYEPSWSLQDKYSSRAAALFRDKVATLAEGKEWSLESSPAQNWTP
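Material: rat Arfgap1 catalytic domain, aa 1-136; also added: human ARF1(Δ1-17)-GTP substrate; compound dosing: one concentration, 16.5 µM, DMSO 1.26%; incubation: GTP hydrolysis reaction 2 h at 25 °C; measured by: Tracer-displacement fluorescence polarization with EDTA stop, 620/688 nm; evaluation: % inhibition from polarization; repeats: one replicate per compound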
NPR2 activator = GC-B (human) receptor activation; AID 1920062; 370,000 compounds, 0.11% hits; P20594; activation, % at 10 µM; HEK293-GC-B cells, CNP EC30, cGMP TR-FRET; 0% at EC30 CNP, 100% saturating CNP;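 active means activation at 10 µM reaching about 35% in either raw or pattern-adjusted values, limit read from the data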
GAA850 FXN act = frataxin GAA850 promoter activation | 360,000 compounds, 0.56% hits | AID 540364 | activation, % at 6 µM | HEK293 lucGAA850 FXN promoter luciferase reporter, 24 h; percent of 10 µM SAHA response;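 active means activation above the average of all compounds screened plus 3 SD, cutoff fixed separately per campaign, cut at about 7.5% in these data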;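 further: 0% = DMSO wells and 100% = 10 µM SAHA wells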
KLK7 zymogen act = activators of human kallikrein-7 zymogen | purified proKLK7, EDANS-DABCYL substrate fluorescence; 100% is mature enzyme control, 0% vehicle | 370,000 compounds, 0.9% hits | activation, % at 7 µM;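 active means activation above the mean of all tested compounds plus 3 SD, computed per campaign excluding outliers beyond control limits, cut at about 13% in these data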
Target sequence (P49862 whole entry, looked up): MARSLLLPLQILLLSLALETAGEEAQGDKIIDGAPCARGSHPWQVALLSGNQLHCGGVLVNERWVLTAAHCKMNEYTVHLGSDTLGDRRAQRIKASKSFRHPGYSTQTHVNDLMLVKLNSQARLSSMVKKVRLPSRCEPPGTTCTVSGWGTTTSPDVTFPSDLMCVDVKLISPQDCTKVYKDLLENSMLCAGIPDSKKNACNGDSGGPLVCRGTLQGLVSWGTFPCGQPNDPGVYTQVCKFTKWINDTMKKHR
rCAG RNA binder = binds r(CAG) RNA repeats; r(CAG) RNA repeat, TO-PRO-1 dye displacement fluorescence; inhibition, % at 3 µM; 370,000 compounds, 1.3% hits; AID 651821;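 active means inhibition above the plate cutoff, the mean of all test compounds on that plate plus 3 SD, cut at about 35% in these data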;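 further: 0% = DMSO alone and 100% = 100 µM mitoxantrone as full dye displacement; higher means more dye released from RNA so lower well fluorescence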
ASAP1 GAP inh = inhibitors of human ASAP1 ArfGAP activity. Q9ULH1. ASAP1-stimulated ARF1 GTP hydrolysis, GDP FP detection. inhibition, % at 16.5 µM. 360,000 compounds, 0.19% hits; in the data active means inhibition above about 25%;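 further: 0% = vehicle with enzyme and substrate and 100% = no enzyme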
NPR1 activator = GC-A (human) enzyme activation | P16066 | HEK293 GC-A cells, cGMP TR-FRET, EC30 ANP; 0% at EC30 ANP, 100% saturating ANP | activation, % at 10 µM | 370,000 compounds, 0.14% hits | AID 1671463; in the data active means activation above about 40%
Tn6 DDE FP = inhibitors of Tn6 peptide binding to human fibrin DD(E); 370,000 compounds, 0.21% hits; inhibition, % at 8.3 µM; Fibrin DD(E) TRITC-Tn6 fluorescence polarization displacement; P02675;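 active means inhibition above a per-campaign cutoff: mean of compounds within control limits plus 3 SD, cut at about 15% in these data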;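 further: 0% = median of all compound wells on the plate and 100% = blocking peptide control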
Target sequence (P02675 whole entry, looked up): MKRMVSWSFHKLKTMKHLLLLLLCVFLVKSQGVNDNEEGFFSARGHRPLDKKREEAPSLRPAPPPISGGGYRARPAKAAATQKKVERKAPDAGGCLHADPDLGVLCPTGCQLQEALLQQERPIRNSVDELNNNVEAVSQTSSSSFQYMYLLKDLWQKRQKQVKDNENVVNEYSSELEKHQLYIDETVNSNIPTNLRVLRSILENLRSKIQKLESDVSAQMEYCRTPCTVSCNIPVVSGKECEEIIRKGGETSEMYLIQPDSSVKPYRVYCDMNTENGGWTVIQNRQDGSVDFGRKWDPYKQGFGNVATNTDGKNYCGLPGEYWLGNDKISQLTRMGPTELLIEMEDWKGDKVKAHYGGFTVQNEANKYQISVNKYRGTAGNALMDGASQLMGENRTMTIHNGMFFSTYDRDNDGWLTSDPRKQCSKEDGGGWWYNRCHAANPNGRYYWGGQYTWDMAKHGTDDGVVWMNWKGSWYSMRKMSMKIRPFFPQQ
The depositor's hits bear a star; x = no result given.

SMILES	sPLA2-III inh	ADAM10 inh	ARFGAP1 inh	NPR2 activator	GAA850 FXN act	KLK7 zymogen act	rCAG RNA binder	ASAP1 GAP inh	NPR1 activator	Tn6 DDE FP
Cc1ccc(NC(=O)CSc2nnc(-c3ccco3)c(-c3ccco3)n2)cc1	-8	1	-4	-4	2.5	-1.1	41*	4	-3	4
COc1ccc(C(=O)NCC(=O)N/N=C/c2c(C)[nH]c3ccccc23)cc1OC	3	-5	2	2	0.9	0.9	3	-11	-1	-3
COc1ccc(OC)c(NC(=O)Nc2nc(C(C)N)cs2)c1 (stereo not drawn)	8	3	8	-1	1.3	0.1	9	-5	1	-5
O=C(O)c1ccc(C(=O)O)c(C(=O)c2ccc(NC(=O)c3ccccc3)cc2)c1	0	5	14	2	-1.0	0.0	2	-7	4	-1
Cc1cc(C(=O)Nc2c(C)nn(Cc3c(Cl)cccc3Cl)c2C)no1	0	7	0	2	-4.2	0.5	-3	-20	7	2
O=C(NC(=S)N1CCc2ccccc21)C1CCC1	6	8	-4	1	3.0	0.7	-2	7	0	4
COC(=O)c1ccc(NC(=O)CN2CCN(CCO)CC2)cc1	-6	3	2	3	-0.5	0.4	-2	-8	-5	-6
COc1cc2c(c(OC)c1OC)C(=O)CC2	-1	-2	-7	-2	-1.2	-0.2	1	-2	2	3
O=C(O)CN1C(=O)/C(=C/C=C/c2ccccc2)SC1=S	1	10	-2	0	1.2	0.5	7	-6	-2	4
CC(C)OCCCNC(=O)COCC(=O)Nc1ccc(OCCc2ccccc2)cc1	4	4	0	2	-1.0	-0.4	-6	0	6	3
C=CCC1(CC=C)CCCN1C(=O)CC1C(=O)NCCN1Cc1ccccc1OC (stereo not drawn)	1	-16	-4	-2	-0.2	0.1	-8	-16	-2	-3
CCOC(=O)[C@H]1[C@H]2COc3ccc(Br)cc3[C@@H]2N2C(=O)CN(Cc3ccc(C)cc3)C(=O)[C@@]12C	-17	16	2	-7	-3.4	0.7	0	12	-5	1
COc1cc(/C=C2\SC(=Nc3ccccc3)N(CCc3c[nH]c4ccccc34)C2=O)ccc1OC(C)C(=O)O (stereo not drawn)	-36	-4	-7	5	-0.1	-0.3	31	6	-9	1
CCCCOc1ccc(C(=O)NCC(=O)NCC(=O)OCC)cc1	-2	-9	1	2	-0.3	-0.4	-2	-8	0	5
CCOc1ccc(/C=N/NC(=O)c2ccccc2Cl)cc1CN1CC2CC(C1)c1cccc(=O)n1C2 (stereo not drawn)	-1	-12	8	2	0.3	0.6	3	0	1	-7
COc1ccc(-c2cc3nc(C)cc(N4CC(C)CC(C)C4)n3n2)cc1 (stereo not drawn)	-5	-8	6	-3	1.1	-0.2	0	-12	-6	-1
COc1ccc(C2=Nn3c(nnc3-c3ccccc3Cl)SC2)cc1OC1CCOC1 (stereo not drawn)	-1	1	2	3	6.4	-0.2	-2	-2	10	0
CN(C)CCN(C(=O)c1ccc2ccccc2c1)c1nc2ccc(Br)cc2s1	-4	-2	3	-4	0.1	0.0	0	0	-4	-8
O=C(C(=O)N1CCC(CNS(=O)(=O)c2cccc3ccccc23)CC1)c1cccs1	-31	2	1	-17	x	-0.3	6	-7	-20	5
Cc1cc(NC(=O)CSc2ccc(-c3ccccc3)nn2)no1	-6	-5	1	-5	3.9	0.1	-2	-3	0	-3
CCOC(=O)C/C(C)=N\Nc1ccc([N+](=O)[O-])cc1[N+](=O)[O-]	-9	11	5	0	1.4	-0.4	6	-1	2	3
CC(=O)NC1=NN(C(C)=O)C(c2ccc(F)cc2)S1 (stereo not drawn)	3	-5	14	2	-1.8	-0.3	-2	6	-1	4
CC(C)c1onc(C(=O)N(C)Cc2ccccc2)c1[N+](=O)[O-]	22*	-12	13	-1	-3.6	-0.2	1	-7	3	-5
CCCNC(=O)COC(=O)CCC(=O)c1cccs1	2	3	-5	5	0.7	0.6	0	3	-3	-4
Cc1ccc(S(=O)(=O)N2CCOCC2)cc1NC(=O)COC(=O)CNC(=O)c1ccccc1	-3	2	-3	1	-2.2	-0.4	-3	-19	-5	0

Single entries from the entries so far:
GAA850 FXN act with Cc1ccc(S(=O)(=O)N2CCOCC2)cc1NC(=O)COC(=O)CNC(=O)c1ccccc1 = -2.2
Tn6 DDE FP with COc1cc2c(c(OC)c1OC)C(=O)CC2 = 3
ASAP1 GAP inh with COc1ccc(OC)c(NC(=O)Nc2nc(C(C)N)cs2)c1 (stereo not drawn) = -5
ADAM10 inh with CCOc1ccc(/C=N/NC(=O)c2ccccc2Cl)cc1CN1CC2CC(C1)c1cccc(=O)n1C2 (stereo not drawn) = -12
ASAP1 GAP inh with O=C(O)CN1C(=O)/C(=C/C=C/c2ccccc2)SC1=S = -6
sPLA2-III inh with CC(C)c1onc(C(=O)N(C)Cc2ccccc2)c1[N+](=O)[O-] = 22*

Nothing new here: 4 of the compounds above.
SMILES	sPLA2-III inh	ADAM10 inh	ARFGAP1 inh	NPR2 activator	GAA850 FXN act	KLK7 zymogen act	rCAG RNA binder	ASAP1 GAP inh	NPR1 activator	Tn6 DDE FP
CN(C)CCN(C(=O)c1ccc2ccccc2c1)c1nc2ccc(Br)cc2s1	-4	-2	3	-4	0.1	0.0	0	0	-4	-8
O=C(C(=O)N1CCC(CNS(=O)(=O)c2cccc3ccccc23)CC1)c1cccs1	-31	2	1	-17	x	-0.3	6	-7	-20	5
Cc1cc(NC(=O)CSc2ccc(-c3ccccc3)nn2)no1	-6	-5	1	-5	3.9	0.1	-2	-3	0	-3
CCOC(=O)C/C(C)=N\Nc1ccc([N+](=O)[O-])cc1[N+](=O)[O-]	-9	11	5	0	1.4	-0.4	6	-1	2	3

With a hit mark in sPLA2-III inh, among the entries above:
molecule	sPLA2-III inh	ADAM10 inh	ARFGAP1 inh	NPR2 activator	KLK7 zymogen act	ASAP1 GAP inh	NPR1 activator	Tn6 DDE FP
CC(C)c1onc(C(=O)N(C)Cc2ccccc2)c1[N+](=O)[O-]	22*	-12	13	-1	-0.2	-7	3	-5

(list continues)
SMILES	sPLA2-III inh	ADAM10 inh	ARFGAP1 inh	NPR2 activator	GAA850 FXN act	KLK7 zymogen act	rCAG RNA binder	ASAP1 GAP inh	NPR1 activator	Tn6 DDE FP
CCOc1ncccc1C(=O)Nc1ccc(C(=O)Nc2ccc(OC)cc2)cc1	-4	-2	0	7	-1.0	-0.8	-1	5	11	-2
O=C(c1ccc(F)cc1)C1CCN(Cc2cn[nH]c2-c2ccccc2)CC1	5	1	1	-2	0.0	-0.1	-5	-14	1	8
O=C(c1cccnc1)N1N=C2CCCCCC2C1(O)C(F)(F)F (stereo not drawn)	-3	-11	16	-4	3.0	-0.8	-2	10	0	0
Cc1ccc(NC(=O)CN2CCCC2c2cccn2C)c(Br)c1 (stereo not drawn)	-4	-10	0	-3	1.6	0.4	1	3	2	-6
CCOC(=O)C1CCN(C(=O)c2cc3ccc(OC)cc3[nH]2)CC1	7	-8	-3	-4	1.7	-0.3	-6	-9	2	-7
COc1ccc(NC(=O)NCc2ccccn2)cc1OC	3	1	4	5	-0.3	-0.3	5	-17	1	-2
COc1cc([N+](=O)[O-])cc(/C=N/NC(=O)c2ccc(NC(=O)c3ccc(C)cc3)cc2)c1O	0	1	9	5	1.1	1.2	6	-11	-5	2
NNC(=O)CCN(Cc1ccco1)S(=O)(=O)c1ccc(Cl)cc1	-13	9	-8	0	-1.1	-0.1	-2	3	2	2
COc1cccc(-c2ccc3c(c2)N(Cc2ccc(F)cc2)C(=O)C(C)S3)c1 (stereo not drawn)	-1	1	-9	3	2.1	0.5	2	-4	-5	-10
Cn1nc(C(=O)OCC(=O)NCc2ccc(Cl)cc2Cl)c2ccccc2c1=O	2	-1	6	-8	0.8	0.3	1	-8	-6	9
Cc1ccc(F)cc1NC(=O)N1CCN(C2c3ccccc3-c3ccccc32)CC1	-12	4	-4	-4	-3.0	0.9	-3	-13	6	7
COc1cc(F)ccc1-c1csc(C(C)(O)c2ccccc2)n1 (stereo not drawn)	-27	18	0	-9	2.9	0.4	-2	5	2	-10
Cc1nc2sc(C(=O)c3ccccc3)c(N)c2c2c1CCCC2	1	3	7	-3	1.9	-0.4	10	2	-5	-12
COc1ccc(-n2nc(C(=O)NCC(=O)NCC3CCCO3)c3ccccc3c2=O)cc1 (stereo not drawn)	-2	-9	5	1	-1.6	-1.1	-6	0	3	1
O=S1(=O)CCO[C@H]2Cc3ccccc3[C@H]2N1Cc1ccccc1Br	0	3	2	-11	0.8	0.5	-6	-11	-11	7
CCOC1=C2[C@H](c3ccc(Cl)cc3)N(S(=O)(=O)c3ccc(C)cc3)C[C@H]2n2c(=O)n(-c3ccccc3)c(=O)n2C1	0	-3	-10	-5	x	-0.3	1	-1	-3	-3
CCOC(=O)c1nnn(CC(=O)NC(=O)Nc2ccc(F)cc2)c1C(=O)OCC	-37	1	-2	-9	0.5	0.6	1	-9	5	3
O=C(CSc1nnc(-c2ccc3c(c2)OCO3)n1-c1ccccc1)c1ccc(Cl)cc1	-14	4	6	0	-1.7	0.3	7	9	-3	1
COc1ccc(CNc2ncc(-c3ccc(Cl)cc3)n2C)c(OC)c1OC	-10	4	2	-7	-0.9	0.0	14	-8	-4	-1
CCOc1ccc(CCN2C(=S)N([C@@H](CC(C)C)CN3CCC[C@@H]3CN3C(=S)NC[C@@H]3Cc3ccccc3)C[C@@H]2Cc2ccc(O)cc2)cc1	-8	9	8	1	x	-0.1	15	4	2	1
Cc1cc(C)c(C)c(S(=O)(=O)NCC(=O)N2CCCC2)c1C	3	-4	7	3	-1.5	0.3	-3	-13	1	2
Cc1nnc2sc(-c3cccc(NC(=O)c4cccnc4)c3)nn12	-1	-5	-18	6	-1.1	-3.8	-2	-11	4	8
Cn1c(=O)c2c(nc(SCc3cccnc3)n2Cc2ccccc2)n(C)c1=O	4	-5	26*	12	-0.2	-0.1	-8	-10	13	-3
Cc1ccccc1NC(=O)c1ccc(C)c(S(=O)(=O)N2CCN(C)CC2)c1	-4	-1	12	4	-1.1	0.4	-3	-4	-1	1
CSCCC(NC(=O)c1ccc(Cl)cc1)C(=O)OCC(C)=O (stereo not drawn)	4	-3	4	3	0.4	0.1	1	-11	3	2
CCOC(=O)c1ccc(NC(C)=O)c([N+](=O)[O-])c1	9	-8	6	-3	0.9	-0.1	-1	3	2	-2

Exported in markdown: part of the list above.
| smiles | sPLA2-III inh | ADAM10 inh | ARFGAP1 inh | NPR2 activator | GAA850 FXN act | KLK7 zymogen act | rCAG RNA binder | ASAP1 GAP inh | NPR1 activator | Tn6 DDE FP |
| --- | --- | --- | --- | --- | --- | --- | --- | --- | --- | --- |
| COc1cccc(-c2ccc3c(c2)N(Cc2ccc(F)cc2)C(=O)C(C)S3)c1 (stereo not drawn) | -1 | 1 | -9 | 3 | 2.1 | 0.5 | 2 | -4 | -5 | -10 |
| Cn1nc(C(=O)OCC(=O)NCc2ccc(Cl)cc2Cl)c2ccccc2c1=O | 2 | -1 | 6 | -8 | 0.8 | 0.3 | 1 | -8 | -6 | 9 |

High-throughput results as filed in PubChem BioAssay.

Hits appear at their usual frequency (roughly 4.5% active in at least one column).
